# Bioassay records: PubChem, NCI
# All columns: NCI-60 one-dose screen, growth in % after 48 h at 10 µM unless noted; 100 = growth as untreated, 0 = no growth, -100 = all killed.
# DU-145 – DU-145 prostate cancer | 81,000 compounds, 4.2% hits | AID 1794760
# SK-OV-3 – SK-OV-3 ovarian cancer cells | AID 1794785 | 80,000 compounds, 3.2% hits
# OVCAR-4 – OVCAR-4 ovarian cancer cells; 80,000 compounds, 3.7% hits; AID 1794784
# OVCAR-3 – OVCAR-3 ovarian cancer. AID 1794787. 79,000 compounds, 7% hits
# OVCAR-8 – OVCAR-8 ovarian cancer. 81,000 compounds, 4.4% hits. AID 1794782
# PC-3 – PC-3 prostate cancer cells; 80,000 compounds, 3.9% hits
# OVCAR-5 – OVCAR-5 ovarian cancer | 82,000 compounds, 2.9% hits
# IGROV1 – IGROV1 ovarian cancer; 79,000 compounds, 4.7% hits; AID 1794786
# * = called active by the depositor; . = not tested or not shown; & = joins results of further samples. Rule for the calls: active = growth percent below 10; inactive = the rest. No enrichment for hits, and some 10% of all compounds hit somewhere here.
SMILES,DU-145,SK-OV-3,OVCAR-4,OVCAR-3,OVCAR-8,PC-3,OVCAR-5,IGROV1
NS(=O)(=O)c1ccc(N=Nc2c(O)n(Cc3ccccc3)c3ccc(Cl)cc23)cc1,87,74,29,89,65,84,87,84
COc1cc(-c2ccc[nH]2)[nH]c1/C=C1\N=C(C)C(CC(=O)OCC(C)(C)C)=C1C,-74*,-57*,-92*,-98*,-61*,-88*,-55*,-43*
CC1(C(N)=O)CCC(C(=O)O)C1(C)C (stereo unspecified),113,94,102,119,105,98,98,.
O=C(Nc1cccc(Oc2nnc(Cl)c3ccccc23)c1)Nc1ccc(Cl)c(C(F)(F)F)c1,-5.1*,-44*,2.0*,-42*,-17*,-38*,-7.4*,-17*
COC1OCC2OC(C)(C)OC2C1OC(=S)SC (stereo unspecified),106,116,94,107,111,93,103,.
O=C(ONC(=O)[C@H]1C2C=CC(C2)[C@@H]1C(=O)NOC(=O)c1ccccc1)c1ccccc1,89,97,79,84,69,83,107,45
CCC1(c2ccccc2)NC(=O)NC1=O (stereo unspecified),.,105,92,105,101,98,84,94
C=C1SC(=Nc2c(C)cc(C)cc2C)N(C(=O)c2sc3ccccc3c2Cl)C12CCCCC2,111,98,76,90,95,69,89,17
C=C(C)[C@@H]1CC[C@]2(C=C(C#N)C#N)CC[C@]3(C)[C@H](CC[C@@H]4[C@@]5(C)CCC(=O)C(C)(C)[C@@H]5CC[C@]43C)[C@@H]12,101,102,87,108,94,55,101,102
CCCSC(SCCC)C1OC(c2ccccc2)OC2COC(c3ccccc3)OC21 (stereo unspecified),101,84,79,82,100,84,96,94
COC(=O)c1c2c(c(C)[n+]([O-])c1C)C(=O)C(NCc1ccc(F)cc1)=CC2=O,42,84,-39*,-21*,-5.2*,3.6*,46,18
C=CCOc1c(CCC)cc(C(=O)OCC)cc1CCC,119,107,64,110,110,92,106,91
CC(C)CC(C(=O)O)C(=O)O,124,107,108,121,99,105,109,106
Cc1[nH]nc(-c2ccc(OCc3ccc(Cl)cc3)cc2O)c1Oc1ccccc1,99,100,90,95,.,85,97,104
Cc1cc(NS(=O)(=O)c2ccc(N3C(=O)/C(=C/c4coc5ccccc5c4=O)N=C3c3ccccc3)cc2)no1,112,99,105,103,101,100,103,101
O=C1NC(=O)C(c2coc3ccc(F)cc23)=C1c1c[nH]c2ccc(Br)cc12,109,82,72,91,86,58,81,88
CN(C)Cc1cc(Br)c(O)c(Br)c1,105,111,109,101,109,102,97,98
CCCCCCCCCCSCC(N)C(=O)O (stereo unspecified),124,107,103,112,106,103,105,124
O=C(Cn1nncc1CN1C(=O)CSC1=O)Nc1ccc(F)cc1F,106,94,108,110,98,101,100,111
NNC(=O)c1cccs1,111,102,103,107,119,107,94,131
COC1=CC(=N/Cl)/C=CC/1=N/Cl,105,100,103,103,101,90,108,116
O=C(/C=C/c1ccccc1O)c1cc2ccccc2oc1=O,109,87,105,102,108,100,99,100
COC(=O)[C@]12CC[C@@H](C)[C@H](C)[C@H]1[C@]13O[C@H](C1=O)[C@@H]1[C@@]4(C)CC[C@H](OC(C)=O)C(C)(C)[C@@H]4CC[C@@]1(C)[C@]3(C)CC2,107,74,95,96,98,89,102,98
Cc1ccc2c(c1)CC(O)CC1C(=O)N(CCO)CC(=O)N21 (stereo unspecified),111,103,113,115,101,97,101,112
O=C(NNC(=O)N1c2ccccc2C=Cc2ccccc21)c1ccccc1,107,112,103,113,105,98,103,110

# (list continues)
SMILES,DU-145,SK-OV-3,OVCAR-4,OVCAR-3,OVCAR-8,PC-3,OVCAR-5,IGROV1
COc1ccc(C2C3Cc4cc(OC)c(OC)cc4C3=NN2C(=O)Nc2ccc(C)cc2C)cc1OC (stereo unspecified),97,111,115,102,100,91,118,95
O=C(NNc1nc2cc(F)ccc2n2c(CN3CCOCC3)ccc12)c1ccccc1,24,27,-15*,-8.3*,13,23,29,3.1*
O=C1/C(=C\c2cccc(OCc3ccc(Br)cc3)c2)N=C2SCCCN12,87,98,88,82,98,77,92,116
CC1(C)C2CC1C1(/C=N\Nc3ccccc3)C(C2)C(C#N)(C#N)C1(C#N)C#N (stereo unspecified),101,97,82,85,.,72,103,65
CC1=C(Cl)C(=O)c2cc(C)ccc2C1=O,115,105,103,105,92,90,107,103
NC(=O)CC(NC(=O)COc1ccc(Cl)cc1Cl)C(=O)O (stereo unspecified),104,110,112,106,105,94,105,109
CNNC(=O)C(O)C(C)(C)CO (stereo unspecified),101,113,104,108,105,91,101,106
N#CCS(=O)(=O)c1ccccc1,124,91,111,104,104,.,97,104
COc1cc2ccn(CC(=O)N[C@@H](CC(C)C)B(O)O)c(=O)c2cc1OC,108,96,89,107,108,92,107,106
COc1ccc(/C=C(\C#N)c2ccc([N+](=O)[O-])cc2)c2ccccc12,61,5.3*,2.8*,63,16,62,93,.
CCN(CC)c1ccc(C(=C2C=CC(=[N+](CC)Cc3cccc(S(=O)(=O)O)c3)C=C2)c2ccc(N(CC)Cc3cccc(S(=O)(=O)O)c3)cc2)cc1,37,85,67,14,.,-3.2*,68,16
COc1nc2c(c(=O)[nH]1)C1(C(=O)N(Cc3ccccc3)c3ccccc31)c1c(nc(OC)[nH]c1=O)N2,106,115,108,104,105,89,96,106
O=C(c1nc2ccccc2[nH]1)C1C(c2ccc([N+](=O)[O-])cc2)C2CC3CCCCC3N2[C@@]12C(=O)Nc1cc(Cl)ccc12 (stereo partly specified),51,.,21,30,35,22,46,25
Oc1cccc(O)c1,100&112,110&126,102&103,108&121,106&102,101&98,108,106&109
C#CCN1C(=O)c2cccc3c(/C=C/CN4C(=O)c5cccc6cccc(c56)C4=O)ccc(c23)C1=O,113,98,108,102,95,94,102,99
Cc1cc(Cl)cc(NS(=O)(=O)c2ccc(-c3cnc(C4CC4)o3)cc2)c1,25,73,66,-24*,39,17,44,33
Cc1nc(SCC(=O)c2ccc(Cl)cc2)n(Nc2ccccc2)c1C,116,102,94,109,97,92,104,102
CC/C=C\C/C=C\C[C@H]1C/C=C2/C(=O)C=C[C@@H]2C/C=C\CCC(=O)O1,23,41,27,2.7*,7.2*,2.8*,45,13
c1coc(CNc2nc3ccccc3n2CCN2CCCCC2)c1,103,111,106,93,99,89,97,100
CCOC(=O)/C=C/c1ccccc1[N+](=O)[O-],112,95,103,106,106,99,105,94
Cc1cc(Br)ccc1Br,106,106,109,114,107,98,108,117
CCCCOc1nc2ccc(Cl)cc2cc1-c1cc(-c2ccc(Cl)cc2)nc(-c2ccc(Cl)cc2)c1,111,100,107,107,106,100,96,102
O=C(CCN1C(=O)/C(=C/c2ccccc2F)SC1=S)N1CCOCC1,58,135,99,100,100,108,94,62
COc1ccc(CNC(=O)C2CSC3c4ccccc4C(=O)N23)cc1OC (stereo unspecified),107,104,111,116,89,88,103,110
O=c1cc(NNC(=S)Nc2ccccc2)c2cc(Br)ccc2[nH]1,101,101,97,98,94,92,98,91

# Among those listed so far, 5 have two or more sulfur atoms.
SMILES,DU-145,SK-OV-3,OVCAR-4,OVCAR-3,OVCAR-8,PC-3,OVCAR-5,IGROV1
COC1OCC2OC(C)(C)OC2C1OC(=S)SC (stereo unspecified),106,116,94,107,111,93,103,.
C=C1SC(=Nc2c(C)cc(C)cc2C)N(C(=O)c2sc3ccccc3c2Cl)C12CCCCC2,111,98,76,90,95,69,89,17
CCCSC(SCCC)C1OC(c2ccccc2)OC2COC(c3ccccc3)OC21 (stereo unspecified),101,84,79,82,100,84,96,94
CCN(CC)c1ccc(C(=C2C=CC(=[N+](CC)Cc3cccc(S(=O)(=O)O)c3)C=C2)c2ccc(N(CC)Cc3cccc(S(=O)(=O)O)c3)cc2)cc1,37,85,67,14,.,-3.2*,68,16
O=C(CCN1C(=O)/C(=C/c2ccccc2F)SC1=S)N1CCOCC1,58,135,99,100,100,108,94,62

# Following part
SMILES,DU-145,SK-OV-3,OVCAR-4,OVCAR-3,OVCAR-8,PC-3,OVCAR-5,IGROV1
C[C@]12CCC3c4ccc(O)cc4C[C@@H](CCCCCCCCCS(=O)CCCC(F)(F)C(F)(F)F)C3C1CC[C@@H]2O (stereo partly specified),103,103,66,88,78,53,84,92
CCCCN1C(=O)c2cccc3c(C#CCN4C(=O)c5cccc6cccc(c56)C4=O)ccc(c23)C1=O,106,91,104,104,90,96,99,95
CSc1nc(-c2ccco2)c(C#N)c(-n2nc(C)cc2C)n1,103,93,105,116,107,83,111,104
NC(=S)Nc1ccccc1-c1ccccc1,106,112,89,105,102,96,100,112
O=C(Cn1c(=O)[nH]c2ccccc2c1=O)Nc1ccccc1,113,130,113,119,104,97,90,105
CC/C=C\C[C@H](O)C/C=C1/C(=O)C=C[C@@]1(C)C/C=C\CCCC(=O)OC,112,112,101,114,98,96,100,109
CCCCCCCCCC(=O)Oc1ccc(/C(=C(/C)Cc2cccc(OC)c2)c2ccc(OCCN3CCOCC3)cc2)cc1,114,95,99,115,99,104,109,107
CC(=O)c1ccc(Nc2nc(NCCO)nc(NCCO)n2)cc1,108,91,112,110,110,93,105,103
COc1ccc(C(=O)COc2ccc(/C=C3\COc4ccc(OC)cc4C3=O)cc2)cc1,107,105,92,104,44,.,108,.
COc1ccc(-c2nnc(SCC(=O)Nc3ccc(C(=O)/C=C/c4ccccc4)cc3)n2-c2ccccc2)cc1OC,50,101,62,89,51,69,104,87
COc1ccc(/C=C/C(=O)CCC(=O)O)cc1OC,111,91,99,109,109,111,95,108
NS(=O)(=O)c1ccc(NC2=C(Cl)C(=O)c3ccccc3C2=O)cc1,142,90,94,98,89,70,102,75
COc1ccc2oc(=O)cc(C3NNC(=S)N3)c2c1 (stereo unspecified),104,97,101,110,101,89,98,95
CC[C@H](C)[C@H](NC(=O)[C@@H](NC(=O)[C@@H](Cc1c[nH]cn1)NC(=O)[C@@H](Cc1ccccc1)NC(=O)[C@@H]1CCCN1C(=O)[C@@H](Cc1ccccc1)NC(=O)[C@H](C)NC(=O)[C@H](CCCCN)NC(=O)[C@@H](CS)NC(=O)[C@@H](Cc1ccccc1)NC(=O)[C@@H](NC(C)=O)[C@@H](C)O)[C@@H](C)CC)C(=O)N[C@H](CCCNC(=N)N)C(=O)N[C@H](CCCNC(=N)N)C(=O)N[C@H](CCCNC(=N)N)C(=O)N[C@H](CCCNC(=N)N)C(=O)N[C@H](CCCNC(=N)N)C(=O)N[C@H](CCCNC(=N)N)C(=O)N[C@H](CCCNC(=N)N)C(=O)N[C@H](CCCNC(=N)N)C(=O)O,95,105,97,106,102,95,93,111
COC(=O)c1ccc2ccccc2c1,106,113,111,116,104,95,92,.
CCn1c(=O)oc2ccc(Cl)cc21,111,112,95,112,104,98,104,.
COCc1c(N)c(C)nc(Cl)c1NC(C)=O,110,106,112,100,101,102,85,96
CC(=O)Oc1ccccc1C(=O)Nc1cc(C(C)C)ccc1C,23,0.7*,17,6.8*,14,22,44,25
N#CCN1CCCC1,108,108,105,113,95,89,101,108
COc1ccc(C2CC(=O)c3c(O)c(OC)c(OC)c(OC)c3O2)cc1O (stereo unspecified),18,40,48,-6.0*,27,31,81,48
CC(C)(C)C1=CCN(C(C)(C)/C=N\O)CC1,106,102,106,101,106,98,105,99
COc1cccc(Br)n1,104,101,105,107,104,89,94,109
COc1ccc(C(=O)/C=C/c2ccc(/C=C/c3cc(OC)ccc3OC)cc2)cc1,89,104,83,87,60,90,118,104
CCOC(=O)c1cc(-c2ccc(F)cc2)n(-c2ccc(C(=O)O)c(O)c2)c1C,99,101,58,86,79,90,99,82
CC1(C)CC[C@]2(C(=O)O)CC[C@]3(C)C(=CC[C@@H]4[C@@]5(C)CC[C@H](O)C(C)(C)[C@@H]5CC[C@]43C)C2C1 (stereo partly specified),68,78,48,63,73,23,103,91

# Reprinted from the entries so far, 5 compounds:
SMILES,DU-145,SK-OV-3,OVCAR-4,OVCAR-3,OVCAR-8,PC-3,OVCAR-5,IGROV1
CC(C)(C)C1=CCN(C(C)(C)/C=N\O)CC1,106,102,106,101,106,98,105,99
COc1cccc(Br)n1,104,101,105,107,104,89,94,109
COc1ccc(C(=O)/C=C/c2ccc(/C=C/c3cc(OC)ccc3OC)cc2)cc1,89,104,83,87,60,90,118,104
CCOC(=O)c1cc(-c2ccc(F)cc2)n(-c2ccc(C(=O)O)c(O)c2)c1C,99,101,58,86,79,90,99,82
CC1(C)CC[C@]2(C(=O)O)CC[C@]3(C)C(=CC[C@@H]4[C@@]5(C)CC[C@H](O)C(C)(C)[C@@H]5CC[C@]43C)C2C1 (stereo partly specified),68,78,48,63,73,23,103,91

# Next records follow:
SMILES,DU-145,SK-OV-3,OVCAR-4,OVCAR-3,OVCAR-8,PC-3,OVCAR-5,IGROV1
CCOC(=O)C1=C(C)NC(C)=C(C(=O)OCC)C1c1ccccc1,102,93,84,92,101,81,96,89
O=S(=O)(O)c1cccc(N=Nc2ccc(Nc3ccccc3)cc2)c1,113&108,103&106,107&113,117&111,105&91,97&97,99&103,100&106
CN(C)c1ccc(/C=C/C(=O)c2ccccc2O)cc1,105,91,94,108,94,95,97,118
O=C1NC2CCCCC2C(=O)N1O (stereo unspecified),112,103,108,120,95,94,110,106
C=C(CN1CCc2c([nH]c3ccccc23)C1)c1ccc(C(=O)Nc2noc3ccccc23)cc1,.,112,89,94,51,66,95,.
Nc1nc(-c2ccccc2)nn1-c1nc2ccccc2s1,110,.,97,118,99,95,91,94
NC(=S)N=Nc1c(O)c2ccccc2c2ccccc12,-8.9*,92,74,30,36,47,107,69
COc1ccc(C(=O)/C(=N/O)S(=O)(=O)c2ccccc2)cc1,104,101,114,101,104,109,101,110
CCOC(=O)c1cccc([N+](=O)[O-])c1,111,99,105,106,98,100,109,102
COc1ccc(-c2nc(SCC(C)C)nc(N/N=C\c3cccc(Cl)c3)c2C#N)cc1,97,90,95,.,88,88,95,75
CN1CCN(c2ccc3nc(-c4cc(C(C)(C)C)c(O)c(C(C)(C)C)c4)[nH]c3c2)CC1,78,84,76,74,94,59,92,88
